TDP1 block: qHTS Assay for Inhibitors of Tyrosyl-DNA Phosphodiesterase (TDP1). Tyrosyl-DNA phosphodiesterase 1 (Homo sapiens), Q9NUW8. recombinant TDP1, AlphaScreen DNA substrate cleavage. Potency, µM (series often up to 130 µM), for the others: top-dose activity change, negative = inhibition, most hits filed as inhibitors. hit rate 0.28% among 350,000; further: nearly all actives have a fitted effect of over 40% in size
Target sequence (Q9NUW8 whole entry, looked up): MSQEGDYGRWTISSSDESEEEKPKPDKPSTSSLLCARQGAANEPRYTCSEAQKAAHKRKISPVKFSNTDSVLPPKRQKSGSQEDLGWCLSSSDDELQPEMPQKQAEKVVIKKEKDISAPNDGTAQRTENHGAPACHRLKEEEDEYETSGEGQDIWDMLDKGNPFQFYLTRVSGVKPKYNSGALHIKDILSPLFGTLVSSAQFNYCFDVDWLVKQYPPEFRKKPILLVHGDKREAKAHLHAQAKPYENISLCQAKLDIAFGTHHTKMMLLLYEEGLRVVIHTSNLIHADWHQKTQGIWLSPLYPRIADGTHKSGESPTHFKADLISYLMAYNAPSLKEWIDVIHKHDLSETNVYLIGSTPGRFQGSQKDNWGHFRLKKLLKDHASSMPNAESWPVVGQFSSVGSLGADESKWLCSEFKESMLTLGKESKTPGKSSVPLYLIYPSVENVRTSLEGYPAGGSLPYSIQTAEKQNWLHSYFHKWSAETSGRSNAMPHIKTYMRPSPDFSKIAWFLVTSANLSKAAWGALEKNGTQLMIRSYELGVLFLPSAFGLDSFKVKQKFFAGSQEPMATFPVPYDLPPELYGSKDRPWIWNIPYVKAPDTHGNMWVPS
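Signal: AlphaScreen proximity between streptavidin donor and anti-FITC acceptor beads on intact substrate. Reaction: Tdp1 1 nM, substrate 15 nM final, 5 min RT after 15 min compound preincubation.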
N370S GC mod: qHTS Assay for Inhibitors and Activators of N370S glucocerebrosidase as a Potential Chaperone Treatment of Gaucher Disease; Lysosomal acid glucosylceramidase (Homo sapiens), P04062; N370S GC spleen homogenate, 4MU-glucoside fluorescence; Potency, µM (titrated, usually from 59.4 µM), inactives show top-dose activity change, negative = inhibition, most hits filed as inhibitors; hit rate 0.092% among 330,000; AID 2101, 2009;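 further: 0% = full enzyme activity and -100% = no enzyme basal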
DT40 TDP1 no CPT: qHTS for Inhibitors of human tyrosyl-DNA phosphodiesterase 1 (TDP1): qHTS in cells in absence of CPT; hit rate 15% among 420,000; DT40 Tdp1-/- hTDP1 cells, no CPT, ATP luminescence, 48 h; Potency, µM (highest dose often 46.2 µM), inactives show top-dose activity change, negative = growth inhibition, usual class: inhibitors; further: nearly all actives have a fitted effect of over 55% in size
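Growth of hTDP1-complemented DT40 Tdp1-knockout cells is measured by ATP luminescence after at least 48 hr compound exposure at 37 °C, with DMSO substituting for the 20 nM CPT used in the parallel screen.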
Starred values were filed as active, the others as inactive; ? = inconclusive; . = no result given; [ ] = remark or other dose. The call rests on the fitted dose curve; in most records, active means well fitted curve in the direction sought with a large enough effect; inconclusive means small, poorly fitted or top-dose-only effect, or another doubt; inactive means no such curve, though single readings can be large; an effect the other way counts as inactive or inconclusive. Unless noted, on the % scale 0 is the no-effect control and ±100 the full control effect; potency means the concentration at half of the fitted maximal effect. A portion of the library; the hit share may differ from the screen's.

SMILES	TDP1 block	N370S GC mod	DT40 TDP1 no CPT
CC1(C)CC(=O)c2cc(-c3nc(-c4ccccc4)cs3)c(=O)[nH]c2C1	6%	.	13µM*
Cn1cc([N+](=O)[O-])c(C(=O)N/N=C/c2ccc([N+](=O)[O-])cc2)n1	-1%	-3%	-19%
O=C(CCN1C(=O)[C@@H]2Cc3ccccc3CN2C1=O)N[C@H](C(=O)O)c1ccccc1	4%	5%	6%
NS(=O)(=O)c1ccc(N=Cc2c(O)c3ccccc3oc2=O)cc1	0%	11%	-20%
Cn1nnnc1SCC(=O)N1CCN(Cc2ccccc2)CC1	9%	4%	-19%
Cc1ccc2c(c1)c(Sc1ccccc1)c(CC(=O)O)n2C	2%	-7%	-20%
COC(=O)c1ccc(C(NC(=O)OCc2ccccc2)/C(C)=C/[C@@H](C)C(=O)NCCc2c[nH]c3ccc(OC)cc23)cc1 (some centres not stated)	10%	1%	.
CCc1ccc(NS(=O)(=O)c2ccc(OC)c(C)c2)cc1	4%	?	23µM*
Cc1nccn1CC1CCC2C(C1=O)c1ccccc1N2C (configuration not stated)	5%	-2%	3%
CN1CCN(C(=O)c2ccccc2NC(=O)C(C)(C)C)CC1	0%	3%	2%
O=C(CNC(=O)CNC(=O)c1ccc(Cl)cc1Cl)NCc1cccc(Cl)c1	11%	-11%	-14%
Cc1cc2ncn(CC(O)COC3CCCCC3)c2cc1C (configuration not stated)	.	?	?
O=[N+]([O-])/C=C/c1c(OCc2ccccc2)ccc2ccccc12	-1%	-12%	.
COc1ccc(N(C(=O)c2csnn2)C(C(=O)NC2CCCC2)c2cccs2)cc1 (configuration not stated)	.	-15%	-26%
CCC(Cc1ccccc1)NC(=O)Cn1nc(C)n2c(cc3occc32)c1=O (configuration not stated)	5%	.	-28%
CC(=O)N1CCN(Cc2nc3cc(NC(=O)COc4cccc(C)c4)ccc3n2C)CC1	12%	-5%	-9%
Cc1ccc(S(=O)(=O)Nc2c(C)nc3nc(C)[nH]n3c2=O)cc1	3%	-10%	-7%
C=CCNC(=O)CCNS(=O)(=O)c1ccc(Br)cc1	5%	11%	-14%
CC(C)(C)c1cc(CN2CCN(CCO)CC2)cc(C(C)(C)C)c1O	0%	9%	21µM*
COc1ccccc1CN(Cc1cccnc1)S(=O)(=O)c1ccc(-n2cnnn2)c(OC)c1	.	-3%	21µM*
COc1ccccc1CNC(=O)C1CCN(S(=O)(=O)c2ccc3c(c2)CC(C)N3C(=O)C2CC2)CC1 (configuration not stated)	2%	5%	?
CN(C(=O)Cn1ncc2c1-c1ccccc1OC2)c1ccc(Br)cc1	1%	.	?
Cc1cc([N+](=O)[O-])c(C)cc1-c1ccc(/C=N/NC(=O)Cn2nnnc2N)o1	-3%	?	-15%
CC1=C(C(=O)OC2CCCCCC2)C(c2c(Cl)cccc2Cl)CC(=O)N1 (configuration not stated)	0%	.	?
COc1cccc(OC)c1C(=O)NC(=S)Nc1cccc(NC(=O)c2ccco2)c1	0%	-20%	-29%

The last 2 records of the section above come first, to join the parts.
SMILES	TDP1 block	N370S GC mod	DT40 TDP1 no CPT
CC1=C(C(=O)OC2CCCCCC2)C(c2c(Cl)cccc2Cl)CC(=O)N1 (configuration not stated)	0%	.	?
COc1cccc(OC)c1C(=O)NC(=S)Nc1cccc(NC(=O)c2ccco2)c1	0%	-20%	-29%
COc1ccc2c(c1OC)C(=O)N(c1cccc(NC(C)=O)c1)C2	.	6%	0%
COc1ccc(C(=O)C2CCCN(C(=O)c3cc(C(C)C)no3)C2)cc1F (configuration not stated)	.	17%	?
CC1(C)OC(=O)C=C[C@]2(C)[C@H]3CC[C@@]4(C)[C@H](C(=O)O)OC(=O)[C@H]5O[C@]54[C@]3(C)C(=O)C[C@@H]12	1%	.	-3%
CN(C)C(=O)c1ccc(-c2ccc3ncnc(N4CCC(C(=O)O)CC4)c3c2)cc1	.	-2%	-2%
CCc1ccc(N(CC(=O)NCc2ccc(OC)cc2)C(=O)CCC(=O)Nc2ccccn2)cc1	2%	3%	?
O=C(CC1NCCNC1=O)Nc1ccc([N+](=O)[O-])cc1 (configuration not stated)	3%	0%	3%
C[C@@H]1/C=C\CC(=O)OC[C@H](C)C(=O)N[C@@H](Cc2ccccc2)C(=O)OC1	5%[21 µM]	4%[12.8 µM]	.
COc1ccccc1CN1C(=O)CN(C2CCCC2)C(=O)C1c1ccc(F)cc1 (configuration not stated)	6%	4%	-20%
CC(C)(C)NC(=O)C1CCC(C)(C(=O)O)C1(C)C (configuration not stated)	3%	19%	4%
COc1cccc(C(=O)NC(=S)Nc2ccccc2N2CCCCC2)c1	7%	4%	?
COc1ccc(Cl)cc1NC(=O)CCCn1c(=O)c2cccn2c2cccnc21	-3%	.	?
CCc1ccc(NS(=O)(=O)c2ccc(C(=O)N(C)C)s2)cc1	-6%	.	15µM*
CC1=C(C(=O)Nc2ccccc2)C(c2ccco2)C(C#N)=C(SCC(=O)OC(C)C)N1 (configuration not stated)	2%	-24%	?
O=C(CSc1ccccc1C(=O)O)c1ccc([N+](=O)[O-])cc1	0%	-10%	?
COc1ccc(NC(=O)CCn2cccn2)cc1OC	2%	.	20%
NC(=O)c1sc2nc(-c3ccccc3)ccc2c1N	.	-4%	5%
Cc1ccc(-n2ccc(=O)c(C(=O)Nc3ccc(S(=O)(=O)N4CCOCC4)cc3)n2)cc1	3%	-1%	-11%
CNC(=S)N(Cc1cc2ccc(OC)cc2[nH]c1=O)CC1CCCO1 (configuration not stated)	-5%	3%	2%
CC(=O)OC(C)(CCC(C)(OC(C)=O)C(C)=O)C(C)=O (configuration not stated)	4%	-2%	1%
CN1CCC2(CC1)CCN(C(=O)c1cccc(F)c1)CC2	.	-1%	-1%
CCc1ccc(S(=O)(=O)c2cn(C)c3cc(N4CCC(C)CC4)c(F)cc3c2=O)cc1	4%	.	15µM*
Cc1sc2ncn(CC(=O)N3CCC(C(N)=O)CC3)c(=O)c2c1S(=O)(=O)N1CC(C)CC(C)C1 (configuration not stated)	5%	-2%	7%
CNC(=O)CN(c1cc(C)ccc1C)S(C)(=O)=O	4%	-6%	-17%
O=C(COC(=O)c1ccccc1[N+](=O)[O-])NNC(=O)c1cccs1	3%	-4%	-3%
O=C(NCc1ccccc1)C12CN(Cc3ccccc3)CC1C(c1cccc([N+](=O)[O-])c1)=NO2 (configuration not stated)	4%	-1%	23µM*

Gathered by group, those above containing a nitro group on carbon.
SMILES	TDP1 block	N370S GC mod	DT40 TDP1 no CPT
Cn1cc([N+](=O)[O-])c(C(=O)N/N=C/c2ccc([N+](=O)[O-])cc2)n1	-1%	-3%	-19%
O=[N+]([O-])/C=C/c1c(OCc2ccccc2)ccc2ccccc12	-1%	-12%	.
Cc1cc([N+](=O)[O-])c(C)cc1-c1ccc(/C=N/NC(=O)Cn2nnnc2N)o1	-3%	?	-15%
O=C(CC1NCCNC1=O)Nc1ccc([N+](=O)[O-])cc1 (configuration not stated)	3%	0%	3%
O=C(CSc1ccccc1C(=O)O)c1ccc([N+](=O)[O-])cc1	0%	-10%	?
O=C(COC(=O)c1ccccc1[N+](=O)[O-])NNC(=O)c1cccs1	3%	-4%	-3%
O=C(NCc1ccccc1)C12CN(Cc3ccccc3)CC1C(c1cccc([N+](=O)[O-])c1)=NO2 (configuration not stated)	4%	-1%	23µM*

Molecules shown so far containing a thiophene ring, fused or not, in the order listed:
SMILES	TDP1 block	N370S GC mod	DT40 TDP1 no CPT
COc1ccc(N(C(=O)c2csnn2)C(C(=O)NC2CCCC2)c2cccs2)cc1 (configuration not stated)	.	-15%	-26%
CCc1ccc(NS(=O)(=O)c2ccc(C(=O)N(C)C)s2)cc1	-6%	.	15µM*
NC(=O)c1sc2nc(-c3ccccc3)ccc2c1N	.	-4%	5%
Cc1sc2ncn(CC(=O)N3CCC(C(N)=O)CC3)c(=O)c2c1S(=O)(=O)N1CC(C)CC(C)C1 (configuration not stated)	5%	-2%	7%
O=C(COC(=O)c1ccccc1[N+](=O)[O-])NNC(=O)c1cccs1	3%	-4%	-3%

The listing continues:
SMILES	TDP1 block	N370S GC mod	DT40 TDP1 no CPT
CCOC(=O)c1c(NC(=O)c2noc3c2CCCC3)sc(C)c1C	-6%	-2%	.
Oc1c(C(c2ccc(Br)cc2)N2CCOCC2)sc2nc(-c3ccco3)nn12 (configuration not stated)	0%	.	3%
COc1ccc2nc(SCc3cccnc3)c(C#N)cc2c1	5%	7%	-11%
Cc1ccc(S(=O)(=O)NCC(=O)OCCOc2cccc(Cl)c2)cc1	-3%	.	5%
Cc1ccc(N(CC(=O)NCC2CCCO2)C(=O)CCC(=O)Nc2ccccn2)cc1C (configuration not stated)	-2%	24%	0%
C=CCNc1nc(Nc2ccc([N+](=O)[O-])cc2)nc(OCC)n1	5%	1%	?
CCOC(=O)C1=C(c2ccccc2)NC(=S)NC1c1ccc(Cl)cc1 (configuration not stated)	7%	-5%	?
COc1cccc(/C=C2\SC(=S)N(CCCC(=O)Nc3cc(C)on3)C2=O)c1	1%	-1%	-6%
CCOC(CNc1c([N+](=O)[O-])c(=O)n(C)c(=O)n1C)OCC	0%	3%	-2%
O=C(Nc1nc2ccccc2[nH]1)C1CCC1	2%	1%	23µM*
COc1ccc(C(=O)N=C2SC3CS(=O)(=O)CC3N2Cc2ccc(OC)c(OC)c2)cc1 (configuration not stated)	2%	?	-28%
CCn1c(COc2cccc(OC)c2)nnc1SCC(=O)NC1CCCC1	8%	0%	-12%
O=C(O)C1=C[C@H](c2coc3ccccc3c2=O)C[C@H](OCCCCO)O1	3%	0%	-5%
Cc1ccc(S(=O)(=O)NC(=O)c2cc(C)n(-c3ccc(N(C)C)cc3)c2C)cc1	5%	11%	0%
O=C(NNS(=O)(=O)c1ccc(F)cc1)c1cc(Cl)ccc1O	.	-13%	?
COc1ccc(CCNC(=O)CCc2cn(C)c3ccccc23)c(OC)c1OC	.	-1%	-29%
COC(=O)Cn1c2nc3ccccc3nc2c2cccc(C)c21	.	-1%	?
Cc1ccc(C)c(OCCC(=O)OCC(=O)Nc2ccc(Cl)cn2)c1	0%	-9%	-9%
CCN(CC)Cc1nc2c(c(=O)[nH]1)C1(CCCC1)Cc1ccccc1-2	5%	-15%	?
CCCS(=O)(=O)c1csc(C(=O)OC)c1N	.	8%	0%
COc1cc2c(cc1OC)CN(C(=O)CN1CCN(S(=O)(=O)c3ccccc3)CC1)CC2	4%	-14%	?
CC1=Nc2cc([N+](=O)[O-])ccc2NC(C)(C)C1	1%	6%	-22%
CCNC(=S)Nc1ccc(OCC)cc1	0%	-3%	-28%
O=C(NCCN1CCN(C(=O)c2ccc(F)cc2)CC1)C(=O)NCc1ccccc1	6%[0.0935 µM]	-2%	10%
COc1cccc(-n2nnc3c(=O)n(Cc4ccc(C)cc4)cnc32)c1	1%	-16%	-23%
More records
SMILES	TDP1 block	N370S GC mod	DT40 TDP1 no CPT
CCCc1nc2c(nnn2Cc2ccccc2F)c(=O)[nH]1	0%	1%	-6%
CCOC(=O)c1c(-c2ncc(C(F)(F)F)cc2Cl)noc1C	-2%	5%	2%
CCOc1ccc(N2C(=O)C(c3ccccc3)=C(c3nc4ccccc4s3)C2NC(C)=O)cc1 (configuration not stated)	10%	.	16µM*
CCCC1COC(Cn2cncn2)(c2ccc(C)cc2)O1 (configuration not stated)	0%	3%	11µM*
Cn1c(Cn2c(=O)sc3ccccc32)nnc1SCc1ccccc1F	1%	12%	?
c1ccc(-c2nc(N3CCCCCC3)nc(-n3ccnc3)n2)cc1	3%	4%	?
COc1ccc(S(=O)(=O)n2c([N+](=O)[O-])cnc2C)cc1OC	.	-1%	-2%
CC(C)(C)NC(=O)CSc1nnc(C2CC2)n1Cc1ccccc1	2%	7%	-4%
Cc1cc([N+](=O)[O-])cc(/C=N/n2c(C)nc3ccccc3c2=O)c1O	10%	-3%	?
CCn1cc(C(=O)NCc2ccc3c(c2)OCO3)c(=O)c2cc(F)c(N3CCN(C)CC3)cc21	6%	-17%	?
COc1cc(NC(=O)C(=O)NCCN(C)C)c(OC)cc1Cl	-6%	-9%	-4%
CC(=O)c1c(C)n(-c2ccc(Cl)cc2)c2ccc(O)cc12	.	-1%	-20%
O=C(CSCc1ccc(Cl)cc1)N1CCN(Cc2ccc3c(c2)OCO3)CC1	5%	?	?
O=C(Cc1ccccn1)c1ccc(O)cc1O	.	-15%	-11%

High-throughput results from PubChem.
